ERa SRC1 pot: enhancers of ERα–SRC-1 coactivator binding, primary screen, biochemical, TR-FRET, ERα LBD, low estradiol | Estrogen receptor (Homo sapiens), P03372 | TR-FRET ERalpha-LBD/SRC-Cy5 coactivator binding, 2 h; 100 = basal binding, no effect | 86,000 compounds, 1.3% hits | coactivator binding (% of control), % at 25.6 µM | AID 639, 2007; in the data active = activity above about 200%;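 also: binding measured in presence of low estradiol as agonist stimulus; 0% = peptide alone without receptor and 100% = receptor with peptide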
CD11b adhes enh: enhancers of CD11b/CD18 adhesion to fibrinogen, primary screen, K562 cells, luminescence | activation, % at 10 µM | 93,000 compounds, 0.07% hits | Integrin beta-2 (Homo sapiens) + Integrin alpha-M (Homo sapiens), P05107+P11215 | AID 1499, 2009 | ATPlite luminescence;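 active = 10 µM primary screen giving 50% or more activity, confirmed by 40% or more on retest at that dose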; also: strong numbers were not always called active
Target sequence (P05107 whole entry, looked up, other chains not shown): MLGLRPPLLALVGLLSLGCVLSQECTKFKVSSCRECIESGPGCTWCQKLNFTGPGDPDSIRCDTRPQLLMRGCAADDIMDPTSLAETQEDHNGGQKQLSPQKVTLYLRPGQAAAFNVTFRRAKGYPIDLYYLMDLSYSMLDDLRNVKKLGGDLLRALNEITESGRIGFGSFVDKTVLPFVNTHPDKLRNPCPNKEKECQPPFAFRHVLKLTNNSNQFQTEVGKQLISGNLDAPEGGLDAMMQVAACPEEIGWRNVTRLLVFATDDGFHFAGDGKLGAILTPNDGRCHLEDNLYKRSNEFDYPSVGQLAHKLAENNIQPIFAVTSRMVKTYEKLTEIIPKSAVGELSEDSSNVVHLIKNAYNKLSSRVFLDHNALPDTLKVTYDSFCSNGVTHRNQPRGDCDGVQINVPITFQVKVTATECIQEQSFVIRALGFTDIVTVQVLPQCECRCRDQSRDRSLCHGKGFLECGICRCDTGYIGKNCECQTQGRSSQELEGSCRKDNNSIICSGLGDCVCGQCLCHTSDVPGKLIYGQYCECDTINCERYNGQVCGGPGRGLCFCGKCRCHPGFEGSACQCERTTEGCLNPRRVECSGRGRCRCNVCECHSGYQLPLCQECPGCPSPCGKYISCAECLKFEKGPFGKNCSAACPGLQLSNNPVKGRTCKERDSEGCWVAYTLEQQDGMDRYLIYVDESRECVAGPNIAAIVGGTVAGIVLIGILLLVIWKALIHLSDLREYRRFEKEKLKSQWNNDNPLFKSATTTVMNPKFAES
CD11b adhes inh: inhibitors of CD11b/CD18 adhesion to fibrinogen, primary screen, K562 cells, luminescence. Integrin beta-2 (Homo sapiens) + Integrin alpha-M (Homo sapiens), P05107+P11215. ATPlite luminescence; Mn2+ added to activate the integrin. inhibition, % at 10 µM. 93,000 compounds, 0.54% hits;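 active = primary inhibition of 50% or more at 10 µM, then 40% or more on retest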; also: some results filed as inactive read as strong as hits
CYP2C19 activ: human CYP2C19 activators, primary screen, biochemical, luminescence; Cytochrome P450 2C19 (Homo sapiens), P33261; recombinant CYP2C19, luciferin-H EGE luminescence; hits give high values; 0 = fully inhibited enzyme, 1 = untreated enzyme; activation factor at 5 µM; 96,000 tested, under 10 active; AID 1025, 2008;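 active = activation factor of at least 2 at 5 µM in the primary screen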;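 also: 0 = wells with 2.5 mM tranylcypromine and 1 = vehicle-only wells; values of inactives mirror those of a sister screen read the other way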
ERa coact inh: ERα–SRC-1 coactivator interaction inhibitors, primary screen, biochemical, TR-FRET, ERα LBD, estradiol-bound; Estrogen receptor (Homo sapiens), P03372; TR-FRET ER-alpha LBD / SRC-1 peptide; inhibition, % at 25.6 µM; 86,000 compounds, 1.7% hits; AID 629, 2007; in the data active = inhibition above about 50%;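 also: 0% = receptor plus peptide control and 100% = peptide only without receptor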
H69AR inhibit: proliferation blockers of H69AR lung cancer cells, primary screen, cell-based, human, 86K library; 85,000 compounds, 6% hits; H69AR lung tumor viability, ATP luminescence, 72 h; hits give low values; viability, % at 10 µM;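 active = viability at or below 40%; inactive = viability above 40%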;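 also: multidrug resistant small cell line overexpressing MRP-1 efflux transporter; 100% = mean luminescence of untreated control wells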
Fibroblast inh: antiproliferative effect on LL 47 fibroblasts – human, LL 47 cells, CellTiter-Glo luminescence, primary screen. 85,000 compounds, 1.1% hits. viability, % at 10 µM. LL 47 human lung fibroblast viability, ATP luminescence; hits give low values. AID 719, 2007;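 active = viability at or below 50% in the single dose screen; inactive = viability above 50%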;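 also: compound exposure lasted 72 h before the ATP readout; 100% = median luminescence of untreated cell-only wells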
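Signal: luminescent ATP detection, CellTiter-Glo; assay system: LL 47 human lung fibroblasts; input: 1,150 cells/well; incubation: overnight cell rest, 72 h compound treatment at 37 °C; measure: % viability versus median cells-only luminescence; medium: IMEM growth medium with 15% fetal bovine serum; dosing: compound addition at 0.1% DMSO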
CYP2C19 inh: blockers of cytochrome P450 2C19 activity – biochemical, luminescence, ADME assay, primary screen; 96,000 compounds, 21% hits; AID 778, 2007; CYP2C19 Supersomes, luciferin-H EGE luminescence, 30 min; inhibition, % at 5 µM;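 active = CYP2C19 inhibition above a set limit at 5 µM in the primary screen, cut at about 50% in these data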;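 also: plate controls were negative control wells for no effect and 2.5 mM tranylcypromine positive control for full effect; values of inactives mirror those of a sister screen read the other way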
HUVEC prolif 384: inhibitors of HUVEC proliferation, primary screen, cell-based, 384-well; viability, % at 10 µM (by protocol); AID 648, 2007; 86,000 compounds, 1.1% hits; CellTiter-Glo luminescence, 72 h; hits give low values;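 active = viability at or below 30%; inactive = viability above 30%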;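 also: 100% = median luminescence of DMSO-only cell control wells on each plate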
Starred values were filed as active, the others as inactive; . = no result given; [ ] = another dose, or the depositor's remark.

SMILES	ERa SRC1 pot	CD11b adhes enh	CD11b adhes inh	CYP2C19 activ	ERa coact inh	H69AR inhibit	Fibroblast inh	CYP2C19 inh	HUVEC prolif 384
Cc1cc(O)c(/C=N/Nc2cccc(Cl)c2)c(=O)o1	.	2	-14	0.4	.	.	.	58*	.
CN(C)S(=O)(=O)N1CCN(c2ccccc2Cl)CC1	105	1	5	0.1	0	105	99	92*	110
O=C(c1noc2c1CCc1ccccc1-2)N1CCOCC1	114	-2	-7	0.9	1	84	106	12	102
COc1ccc(C(F)(F)F)cc1N/C=C\c1nnnn1-c1ccc(C)cc1	.	6	0	0.6	.	.	.	41	.
CC(C)CC(=O)Nc1c2c(nn1-c1ccc(F)cc1)CSC2	123	.	.	.	-10	90	90	.	97
O=C(O)CCN1C(=O)c2ccccc2C1=O	95	3	-2	1.1	7	95	106	-8	92
COc1ccccc1C1=NN(C(=S)Nc2ccccc2)C(c2ccco2)C1 (stereo not drawn)	.	-2	9	0.7	.	.	.	30	.
COC(=O)c1cc(OC)c(OC)cc1-n1cnc2cc(OC)c(OC)cc2c1=O	107	-1	-5	1	-34	83	105	0	92
CCc1ccc(-c2nc(CN3CCC(C(=O)NCCc4ccc(OC)c(OC)c4)CC3)c(C)o2)cc1	120	-1	7	0.8	-1	69	90	19	55
CCCN1CCC(NC(=O)Nc2ccc(OC)c(OC)c2)CC1	111	-3	-9	1	-4	103	97	4	87
Cn1c(Cl)nc2c1c(=O)n(Cc1cccc(Br)c1)c(=O)n2C	112	-1	0	0.1	7[fluorescence artefact?]	101	101	94*	112
CCN(c1cccc(C(F)(F)F)c1)S(=O)(=O)c1ccc2c(c1)CCN2C(C)=O	101	6	12	0.4	-4	18*	90	61*	89
COc1cccc(-n2c(SCC(=O)OC(C)C)nnc2-c2cccnc2)c1	100	-1	28	1	-8	99	103	5	93
COCCN(C(=O)Nc1ccc(OC)cc1OC)C1CCN(C(C)=O)CC1	109	3	10	1.1	-13	107	94	-11	99
Cc1nn(C)cc1/C=N/NC(=S)Nc1ccccc1	.	0	-2	0.8	.	.	.	21	.
CCCCN1C(=O)NC(NC(=O)c2ccco2)(C(F)(F)F)C1=O (stereo not drawn)	102	.	.	1	38	102	106	2	116
CCCCc1c(O)nc(SCCC(=O)O)[nH]c1=O	.	-1	-1	1	.	.	.	-4	.
CC(=O)C1C(c2ccccc2)c2c(n[nH]c2C)CC1(C)O (stereo not drawn)	113	.	.	.	1[fluorescence artefact?]	106	102	.	87
CCCCCCC1CCC(C(=O)NC(CCSC)C(=O)NC(C(=O)OC)C(C)C)CC1 (stereo not drawn)	96[fluorescence artefact?]	5	-2	0.1	-6	81	85	86*	77
CCOCCCn1c(=S)[nH]c2cc(C(=O)N3CCC(C(N)=O)CC3)ccc2c1=O	114[fluorescence artefact?]	-2	-6	1.1	4[fluorescence artefact?]	98	101	-10	94
COc1ccc(NC(=O)CSc2ccccc2)c(OC)c1	107	.	.	.	-4	94	104	.	104
Cc1noc(C)c1S(=O)(=O)N1CCC(C(=O)Nc2ccccn2)CC1	89	2	0	0.7	9	90	102	27	88
COC(=O)c1scc(C)c1NC(=O)Nc1ccccc1	.	-1	-5	0.7	.	.	.	28	.
COC(=O)c1ccc(S(=O)(=O)N2C3CCC2CC(NC(=O)C2CC2)C3)cc1 (stereo not drawn)	100[fluorescence artefact?]	3	-17	0.7	-4	85	94	25	93
Cc1cccc(NC(=S)NNC(=O)CC(C)O)c1C (stereo not drawn)	.	-4	-4	0.8	.	.	.	25	.
CCc1cccc(C)c1N(C(=O)Cn1c(CO)nc2ccccc21)C(C)COC (stereo not drawn)	114	.	.	.	-11	71	98	.	94
O=C(O)C1CC=CCC1C(=O)N1CCN(c2nc(-c3ccccc3)c3ccccc3n2)CC1 (stereo not drawn)	84[fluorescence artefact?]	-5	15	1	6[fluorescence artefact?]	98	102	-2	67
COc1ccc(C)cc1-n1c(N)c(C#N)c(C#N)c1-c1ccc(OC)c(OC)c1OC	102	1	-11	0.7	-3	57	91	26	84
C#CCOc1nc(OCC#C)nc(OCC#C)n1	116[fluorescence artefact?]	-4	4	0.1	-4	99	104	89*	104
CCSc1nn2c(=O)c3ccccc3nc2s1	.	1	-56	0.7	.	.	.	28	.
Fc1ccc(Nc2nc(Oc3ccccc3F)nc(N3CCCC3)n2)cc1	97[fluorescence artefact?]	1	19	1.2	-3	92	96	-19	120
CCc1nc2c(sc3nc4c(cc32)COC(C)(C)C4)c(=O)n1Cc1ccccc1	.	1	18	1.1	.	.	.	-6	.
O=C(NC(=S)Nc1ccc(Cl)cn1)C(c1ccccc1)c1ccccc1	.	-3	-13	0.9	.	.	.	13	.
O=C(NCc1ccco1)c1cc(-c2ccc3c(c2)OCO3)on1	261*[fluorescence artefact?]	0	-5	1.1	26	71	99	-13	60
O=C(C1CCC1)N1CCc2cc(S(=O)(=O)NCC3COc4ccccc4O3)ccc21 (stereo not drawn)	.	10	-2	0.8	.	.	.	17	.
Cc1ccc(C(=O)CC2(O)C(=O)N(C)c3ccccc32)o1 (stereo not drawn)	129	0	-15	0.8	-3	79	100	20	101

Compound profiles, as listed above. Values in the order: ERa SRC1 pot	CD11b adhes enh	CD11b adhes inh	CYP2C19 activ	ERa coact inh	H69AR inhibit	Fibroblast inh	CYP2C19 inh	HUVEC prolif 384
CCSc1nn2c(=O)c3ccccc3nc2s1 reads .	1	-56	0.7	.	.	.	28	.
Cc1cccc(NC(=S)NNC(=O)CC(C)O)c1C (stereo not drawn) reads .	-4	-4	0.8	.	.	.	25	.

The listing continues.
SMILES	ERa SRC1 pot	CD11b adhes enh	CD11b adhes inh	CYP2C19 activ	ERa coact inh	H69AR inhibit	Fibroblast inh	CYP2C19 inh	HUVEC prolif 384
NS(=O)(=O)c1ccc(NC=C2C(=O)OC3(CCCCC3)OC2=O)cc1	102	-2	-12	0.8	0	92	95	15	91
Clc1ccc(CNC2CCCC2)cc1	.	-2	-1	0.2	.	.	.	78*	.
Cc1ccc(Sc2c(C)[nH]n(C(C)(C)C)c2=O)cc1	82	.	.	0.1	-13	107	98	88*	88
O=C(NC(O)C(=O)c1ccccc1)c1cccs1 (stereo not drawn)	111	-3	0	0.6	-9	86	94	40	100
O=c1c2ccccc2[nH]c(=S)n1Cc1cccnc1	110	-4	-5	0.2	-3	102	95	82*	95
CCNc1sc(C(=O)c2cccs2)c(N)c1-c1nc2ccccc2s1	81	7	3	0.5	19	82	81	53*	74
COc1cccc(C(=O)N2CCN(C3CCN(Cc4ccccc4)CC3)CC2)c1	113[fluorescence artefact?]	-3	0	1.1	-7	80	96	-6	104
COc1cccc(NC(=O)CCN2CCN(C)CC2)c1	101	0	-11	0.9	-7	103	96	11	87
COC(=O)c1cc2n(n1)CCN(Cc1ccccc1F)C2=O	.	1	10	0.8	.	.	.	17	.
N#CC1=C(N)SC(N)=C(C#N)C1c1ccnc2ccccc12	89	0	-1	0.8	4	.	93	24	88
Cc1cc(OCC(=O)Nn2cnnc2)ccc1Br	101	-2	0	0	-13	98	94	100*	96
O=C(Nc1ccccc1OC(F)F)c1ccc(Br)o1	112	1	1	0.5	-3	61	100	49	96
O=S(=O)(c1ccc2ccccc2c1)N1CCN(S(=O)(=O)N2CCOCC2)CC1	140	68	-14	0.8	0[fluorescence artefact?]	92	101	20	105
O=c1cc(CN2CCN(c3cccc(Cl)c3)CC2)c2cc(O)c(-c3ccccc3)cc2o1	.	103	-10	1.1	.	.	.	-6	.
COC(=O)c1ccccc1NC(=O)c1cnc2sccn2c1=O	111	2	2	1	3	105	99	2	100
O=C(NCc1ccc2c(c1)OCO2)c1ccc2c(c1)OCCO2	103	-4	-28	0.1	-2	95	88	88*	88
CCCC(C(=O)n1nc(C)cc1C)C(NS(=O)(=O)c1ccc(C)cc1)c1ccccc1 (stereo not drawn)	.	-1	18	0.6	.	.	.	44	.
Cc1cc(C(=O)CSc2nnc(-c3ccco3)o2)c(C)n1CC1COc2ccccc2O1 (stereo not drawn)	132	2	6	0	-1	97	115	100*	92
CCN(CC)CCCN1C(=O)C(=O)/C(=C(/O)c2ccc3c(c2)CC(C)O3)C1c1ccncc1 (stereo not drawn)	113	-3	-3	1	-4	89	91	-4	93
COc1ccc(-c2nnc3n2N=C(c2cccc(Br)c2)CS3)cc1OC	233*	1	12	0.6	39	80	100	36	90
Cc1cc(C)c(S(N)(=O)=O)c(C)c1-n1cnnn1	128	5	-26	1.1	0	97	106	-12	103
CCOc1ccc(C(=O)N(Cc2ccc(N(C)C)cc2)C2CCS(=O)(=O)C2)cc1 (stereo not drawn)	104	1	-31	0.4	-6	73	105	59*	103
O=S(=O)(c1ccccc1)c1cnc(-c2cccnc2)nc1-c1ccccc1	.	-3	2	0.9	.	.	.	8	.
Cc1snc(S(=O)(=O)/C(C#N)=N/Nc2ccc(C(F)(F)F)cc2)c1C#N	121	-1	20	0.8	-8	94	89	17	61
CCOc1ccc(OCc2ccc(C(=O)N3CCOCC3)cc2)cc1	111	.	.	.	-7	91	93	.	95
Cc1nn(C(C)(C)C)c(OC(=O)C2CCCC2)c1S(=O)(=O)c1ccccc1	82	.	.	1	22	96	98	-4	88
CC(C)OC(=O)c1cc(C(=O)c2cc(F)ccc2O)coc1=N	.	-2	-33	0.1	.	.	.	85*	.
O=C1/C(=C/c2ccc(N3CCOCC3)o2)SC(=Nc2ccccc2)N1CCc1c[nH]c2ccccc12	.	18	15	0.7	.	.	.	26	.
CC(C)Cn1c(N)c(C(=O)COC(=O)C2CCCCC2)c(=O)n(C)c1=O	114	0	34	0.7	-8	88	96	26	98
O=C(Nc1nc(-c2cccs2)cs1)c1ccc(Cl)s1	105	.	.	.	-1	3.6*	98	.	43
COc1cccc(C(C(=O)NCc2ccco2)N(Cc2ccco2)C(=O)Cn2nnc3ccccc32)c1 (stereo not drawn)	97[fluorescence artefact?]	.	.	.	-9	62	67	.	92
CN(Cc1nc(-c2cccnc2)no1)S(=O)(=O)c1ccc2ccccc2c1	118	-3	-9	0.1	-5	72	96	86*	98
CC1=C(c2ccccc2)[N+](=O)C2(CCCC2)N1[O-]	113	-3	2	0.9	-2	97	107	11	94
O=C(NCc1ccc(F)cc1)c1cc2ccccn2n1	89[fluorescence artefact?]	3	-2	0.8	4	95	102	19	93
O=C(CN1CCOCC1)Nc1ccc(OCc2ccccc2)cc1	79	-2	-30	0.8	-9[fluorescence artefact?]	6.9*	102	23	86
CO/N=C\CC(=O)Nc1ccc(F)cc1	.	-7	-4	1.1	.	.	.	-6	.
O=P(O)(O)CP(=O)(O)O	111[fluorescence artefact?]	-4	-12	1.1	-11	102	97	-15	86

As entered above.
O=C(C1CCC1)N1CCc2cc(S(=O)(=O)NCC3COc4ccccc4O3)ccc21 (stereo not drawn) in CD11b adhes inh is entered as -2
Cc1cc(OCC(=O)Nn2cnnc2)ccc1Br in CD11b adhes enh is entered as -2

Compound activity: PubChem BioAssay, several laboratories
